Screening data: PubChem BioAssay, National Center for Advancing Translational Sciences (NCATS)
MCF10A rereplic: inducers of DNA re-replication in MCF 10A breast cells | hit rate 2.9% among 350,000 | Potency, µM (titrated, usually from 46.1 µM), without a hit: top-dose activity, positive = re-replication, usual class: activators | MCF 10A DNA re-replication, Hoechst nuclear intensity, 48 h | AID 624296; further: potency means the concentration at half of the fitted maximal effect; % of control where 0% means no effect; nearly all actives have a fitted effect of over 50% in size
Nrf2 inh: inhibitors of Nrf2 signaling; A549 ARE-Fluc reporter, luciferase luminescence, 18-24 h; hit rate 2.1% among 360,000; AID 504444; Potency, µM (titrated, usually from 46 µM), for the others: top-dose activity change, negative = inhibition, most hits filed as inhibitors; further: potency means the concentration at half of the fitted maximal effect; on the % scale 0 is the no-effect control and ±100 the full control effect; nearly all actives have a fitted effect of over 60% in size
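Cells were seeded and rested 2 h, then exposed to compounds for 18-24 h. CellTiter-Fluor was read first as a viability measure. BugLite was added 15 min before the final luminescent read of ARE-luciferase activity in A549 cells.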
IL1B secr inh: inflammasome signaling inhibition, IL-1 beta readout | hit rate 4.7% among 360,000 | THP-1 LPS/ATP IL-1B secretion, AlphaLISA, 16 h; hits give low values | activity change, % at 57.5 µM; in the data active means activity change below about -50%; inconclusive means mostly about -30% to -49%; further: on the % scale 0 is the no-effect control and ±100 the full control effect
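THP-1 cells pretreated 1 hr with compounds (up to 57.5 uM final), then stimulated with LPS (250 ng/mL final) plus ATP (1.25 mM final); secreted IL-1B measured by AlphaLISA after 16 hr, decreased signal indicating inhibition.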
ATXN viability: viability counter-screen for ATXN expression inhibitors. S2 cells (HEK-293 line with an ATXN2-luciferase reporter) viability, CellTiter-Fluor protease fluorescence, 24 h. Potency, µM (highest dose often 56.7 µM), hits mostly cytotoxic. hit rate 0.49% among 400,000. AID 651635; further: potency means the concentration at half of the fitted maximal effect; nearly all actives have a fitted effect of over 40% in size
ATXN2 expr inh: ATXN2 expression inhibition; HEK-293 ATXN2-luciferase reporter, luminescence, 24 h; Potency, µM (top dose mostly 57 µM), inactives show at the highest dose activity change, negative = inhibition, usual class: inhibitors; hit rate 0.72% among 360,000; further: potency means the concentration at half of the fitted maximal effect; on the % scale 0 is the no-effect control and ±100 the full control effect; nearly all actives have a fitted effect of over 55% in size
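ATXN2-luciferase reporter cells (luciferase flanked by upstream and downstream ATXN2 gene portions) were treated 24 h at 37 °C with compounds at up to 57 uM. SteadyGlo luminescence gave expression; GF-AFC fluorescence gave viability.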
Nrf2 activator: activates Nrf2 signaling; AREc32 ARE-luciferase reporter (MCF7-derived line), luminescence, 24 h; Potency, µM (titrated, usually from 46.1 µM), inactives show at the top dose activation, usual class: activators; hit rate 0.31% among 410,000; AID 624171; further: potency means the concentration at half of the fitted maximal effect; % of control where 0% means no effect; nearly all actives have a fitted effect of over 65% in size
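Cells of the AREc32 ARE-luciferase line are plated in OPTI-MEM containing 5% FBS and left overnight at 37 deg C. Compounds are pinned in, incubation continues 24 hr, and firefly luciferase signal is then measured.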
HepG2 tox: kills HepG2 cells in TGF-b inhibitor counter-screen. Potency, µM (series often up to 46.1 µM), without a hit: at the top dose activity change, negative = cytotoxicity, most hits filed as cytotoxic. hit rate 0.76% among 410,000. HepG2 CAGA-GFP viability, ATP luminescence, 18 h; further: potency means the concentration at half of the fitted maximal effect; some results filed as inactive show a strong effect at the top dose
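HepG2 CAGA-GFP cells (1000/well, DMEM with 1% FBS) received compound, then TGF-beta at 500 pg/mL final, and were incubated 18 hours at 37 degrees C. Viability was read by CellTiter-Glo luminescence. Media-only wells were set as complete cell-killing and DMSO as no toxicity.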
A549 viability: A549 cytotoxicity, counter-screen for Nrf2 inhibitors. A549 ARE-Fluc cells, CellTiter-Fluor viability, 18-24 h. Potency, µM (highest dose often 46 µM), without a hit: at the top dose activity change, negative = cytotoxicity, actives largely listed as inhibitors. hit rate 0.16% among 390,000; further: potency means the concentration at half of the fitted maximal effect; on the % scale 0 is the no-effect control and ±100 the full control effect
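Cytotoxicity counterscreen: CellTiter-Fluor fluorescence was measured in A549 ARE_Fluc cells after 18-24 h of compound exposure in a concentration series. The subsequent BugLite luminescent read reports ARE-luciferase activity.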
TGFb SMAD3 inh: blocks TGF-b signaling | HepG2 CAGA-GFP TGF-b/SMAD3 reporter, GFP fluorescence, 18 h; TGF-beta stimulated, 500 pg/mL final | hit rate 1.2% among 410,000 | Potency, µM (highest dose often 46.1 µM), inactives show at the top dose activity, negative = inhibition, hits mostly inhibitors; further: potency means the concentration at half of the fitted maximal effect; on the % scale 0 is the no-effect control and ±100 the full control effect; nearly all actives have a fitted effect of over 65% in size
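Using HEPG2 CAGA-GFP reporter cells at 1000 cells/well, we pinned test compounds, stimulated with recombinant TGF-beta (500 pg/mL final) and measured total well GFP after 18 h.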
Active calls of the source: *; i = inactive; ? = inconclusive; nt = not tested or not shown; [ ] = another dose, or the depositor's remark. Unless noted, the call rests on the fitted dose curve; in most records, active means well fitted curve in the direction sought with a large enough effect; inconclusive means small, poorly fitted or top-dose-only effect, or another doubt; inactive means no such curve, though single readings can be large; an effect the other way counts as inactive or inconclusive.

1. CCOc1ncccc1C(=O)OCC(=O)N1CC(=O)Nc2ccccc21
2. COc1ccccc1NC(=S)N1CCN(c2nc(-c3ccccc3)cs2)CC1
3. Cc1nn2c(=O)cc(COC(=O)c3cccc(NC(=O)CCc4ccccc4)c3)nc2s1
4. COc1ccccc1C(=O)N/N=C(\C)CC(=O)Nc1ccc(Nc2ccccc2)cc1
5. CCc1cc2c(N3CCN(c4nnc(CC)s4)CC3)ncnc2s1
6. Cc1cccc(-n2nc(C(=O)c3ccco3)cc(-c3nc4ccccc4[nH]3)c2=N)c1
7. O=C(/C=C/c1ccc(F)cc1)NC(=S)N1CCCCC1c1cccnc1 (stereo not given)
8. O=C(NC(Cc1ccccc1)C(=O)O)/C(=C/c1ccccc1)NC(=O)c1ccc(Br)o1 (stereo not given)
9. COc1ccc(S(=O)(=O)Nc2nc3ccccc3nc2NCc2ccc3c(c2)OCO3)cc1
10. Cc1c(NC(=O)C(=O)N/N=C/c2cccs2)c(=O)n(-c2ccccc2)n1C
Screen / compound no.	1	2	3	4	5	6	7	8	9	10
MCF10A rereplic	0%	?	nt	13%	-8%	-2%	-1%	0%	?	-3%
Nrf2 inh	12%	-27%	nt	1%	23µM*	2%	-15%	23%	?	6%
IL1B secr inh	8	-3	nt	6	-72*	-12	-2	9	6	-22
ATXN viability	i	i	nt	i	i	i	i	i	?	i
ATXN2 expr inh	3%	-34%	nt	-14%	?	nt	30%[activator]	2%	-9%	11%
Nrf2 activator	-0.3%	2.2%	-0.4%	10%	-0.1%	2.3%	-0.5%	-0.6%	-0.7%[9.22 µM]	-0.5%
HepG2 tox	3%	-13%	-7%	-16%	-28%	-7%	4%	6%	-19%	4%
A549 viability	-2%	0%	1%	0%	-8%	?	0%	1%	2%	1%
TGFb SMAD3 inh	-10%	-21%	-22%	-3%	-22%	-7%	-9%	13%	8%	-11%

11. Cc1ccc(N2CCN(c3ccc(NC(=O)CCC(=O)O)cc3)CC2)cc1
12. CCOc1cc(/C=N\NC(N)=O)cc(Br)c1OC(C)C
13. CC1=C(Cl)C2=NS(=O)(=O)CCN2C=C1Cl
14. Oc1cccc(Nc2ccccc2)c1
15. O=C(Sc1nnc(-c2ccccc2)o1)N1c2ccccc2Sc2ccccc21
16. C/C(=N\NC(=O)c1cccc2ccccc12)c1ccccn1
17. CCc1cc2c(-c3ccccc3)cc(=O)oc2cc1OCC(=O)NCC1CCC(C(=O)O)CC1 (stereo not given)
18. CCC(=O)N1CCc2cc(Br)cc(S(=O)(=O)CCC(=O)N3CCN(c4ccccc4F)CC3)c21
19. COc1ccc(C(=O)c2coc(-c3ccccc3C(=O)O)c2C(=O)O)cc1
20. Cn1c(CC(=O)Nc2ccc(Cl)c(Cl)c2)n[nH]c1=S
Screen / compound no.	11	12	13	14	15	16	17	18	19	20
MCF10A rereplic	-8%	?	?	2%	31%	?	1%	nt	-9%	0%
Nrf2 inh	9%	7%	-14%	-4%	-1%	-23%	0%	-14%[9.27 µM]	11%	-24%
IL1B secr inh	0	0	-2	0	-17	-107*	8	nt	3	0
ATXN viability	i	i	i	i	?	3.5µM*	i	i	i	i
ATXN2 expr inh	1%	-5%	-15%	7%	?	?	1%	1%	3%	-11%[11.3 µM]
Nrf2 activator	-1.9%	2.7%	1.5%	0.9%	-0.5%	?	-0.6%	0.2%	0.5%	-0.4%
HepG2 tox	0%	-34%	-6%	-18%	-20%	-11%	2%	12%	5%	1%
A549 viability	2%	4%	0%	-1%	-5%	?	2%	10%	-2%	3%
TGFb SMAD3 inh	16%	?	-3%	0%	-2%	3.2µM*	5%	4%	2%	-3%

21. COc1ccccc1N1CCN(c2nc3ccccn3c(=O)c2C=O)CC1
22. COC(=O)c1cc(S(=O)(=O)NCc2ccc(F)cc2)cn1C
23. CCOC(=O)c1nnc(-c2ccc(C)cc2)nc1N1CCSCC1
24. Cc1ccc(CNC(=O)c2nc(SCc3ccc(F)cc3)ncc2Cl)cc1
25. CC(C)(C)S(=O)(=O)c1cnc(N2CCCC2)nc1N
26. Cc1ccccc1-n1nnnc1Sc1nnnn1-c1ccccc1
27. COc1ccc(-c2nn(-c3ccccc3)cc2/C=C/C(=O)OCC(=O)Nc2cccc(C#N)c2)cc1
28. COc1ccc(C/C(C)=N/NC(=O)C2COc3ccccc3O2)cc1 (stereo not given)
29. CC1CCN(C(=O)c2ccc(N3CCOCC3)c([N+](=O)[O-])c2)CC1
30. O=C(NCC1CC1)Nc1cccc(C(F)(F)F)c1
Screen / compound no.	21	22	23	24	25	26	27	28	29	30
MCF10A rereplic	?	3%	-2%	nt	-2%	15µM*	14%	1%	1%	4%
Nrf2 inh	2%	1%	23%	-23%	-3%	-8%	-24%	12%	-28%	-15%
IL1B secr inh	-20	38	?	nt	18	-116*	0	14	-4	-6
ATXN viability	?	i	i	nt	i	?	i	i	i	i
ATXN2 expr inh	7%	5%	-17%[11.3 µM]	nt	-11%	?	-14%	29%	nt	-16%
Nrf2 activator	2.9%	-0.4%	3.9%	0.0%	-0.1%	-1.8%	-0.3%	2.9%	2.4%	0.3%
HepG2 tox	14%	-12%	-26%	-21%	5%	-35%	8%	-14%	-18%	-6%
A549 viability	-5%	0%	8%	3%	1%	1%	0%	0%	-11%	-4%
TGFb SMAD3 inh	16%	3%	-10%	-12%	9%	?	0%	-15%	-14%	-4%

31. COc1ccccc1N1CCN(S(=O)(=O)CCNC(=O)C(C)Oc2ccccc2)CC1 (stereo not given)
32. Cn1c(=O)c2c(nc(NCCNC(=O)c3ccco3)n2Cc2ccccc2F)n(C)c1=O
33. CC(C)CCn1c(=O)c2sccc2n2c(CCCC(=O)NC3CCC(C)CC3)nnc12 (stereo not given)
34. CCOc1ccccc1-n1nnnc1SCc1nc2ccccc2s1
35. CCN(CC)c1ccc(NC(=O)Cn2cc3c(n2)CCC(C)C3)c(C)c1 (stereo not given)
36. O=C(O)Cc1sc(-c2cccnc2)nc1-c1ccc(Br)cc1
37. COC(=O)c1cccc(CSc2nc3ccccc3[nH]2)c1
38. CC(C)(C)c1ccccc1OCC(=O)NCCCn1ccnc1
39. O=S1(=O)CC2SC(=S)N(c3ccccc3)C2C1 (stereo not given)
40. O=C(CSc1nnc2ccc3ccccc3n12)N1CCOCC1
Screen / compound no.	31	32	33	34	35	36	37	38	39	40
MCF10A rereplic	nt	?	nt	?	2%	15%	6%	?	-2%	15%
Nrf2 inh	nt	?	19%	?	13µM*	-9%	?	-2%	11%	?
IL1B secr inh	-6	0	nt	0	16	10	3	15	-3	18
ATXN viability	i	i	nt	i	i	i	i	i	i	i
ATXN2 expr inh	nt	2%	nt	53%[activator]	-22%	-17%	nt	-11%	nt	60%[activator]
Nrf2 activator	-2.5%	3.5%	-0.5%	10%	1.1%	3.8%	-0.3%	0.4%	-1.2%	0.2%
HepG2 tox	-13%	-1%	-6%	0%	-18%	4%	-27%	13%	-10%	5%
A549 viability	nt	-1%	-5%	16%	-19%	2%	2%	-1%	1%	0%
TGFb SMAD3 inh	-3%	-1%	?	-6%	14%	-11%	-11%	20%	4%	-20%

Record cards, as listed above:
Cn1c(=O)c2c(nc(NCCNC(=O)c3ccco3)n2Cc2ccccc2F)n(C)c1=O is entered as MCF10A rereplic: ?; Nrf2 inh: ?; IL1B secr inh: 0; ATXN viability: i; ATXN2 expr inh: 2%; Nrf2 activator: 3.5%; HepG2 tox: -1%; A549 viability: -1%; TGFb SMAD3 inh: -1%
CCN(CC)c1ccc(NC(=O)Cn2cc3c(n2)CCC(C)C3)c(C)c1 (stereo not given) is entered as MCF10A rereplic: 2%; Nrf2 inh: 13µM*; IL1B secr inh: 16; ATXN viability: i; ATXN2 expr inh: -22%; Nrf2 activator: 1.1%; HepG2 tox: -18%; A549 viability: -19%; TGFb SMAD3 inh: 14%

(list continues)
41. O=C(NCCc1c[nH]c2ccccc12)C1CCN(c2nnc(N3CCCC3=O)s2)CC1
42. COCCCNc1ccc([N+](=O)[O-])cc1C(=O)Nc1cccc(C)n1
43. O=C(O)c1ccc(NC(=O)c2ccco2)c(NC(=O)c2ccco2)c1
44. CCCSc1ncc(Cl)c(C(=O)Nc2c(C(=O)c3ccc(F)cc3)oc3ccccc23)n1
45. O=c1c2ccccc2nc(SCc2ccccc2)n1CC1CCCO1 (stereo not given)
Screen / compound no.	41	42	43	44	45
MCF10A rereplic	2%	-3%	1%	nt	10%
Nrf2 inh	-8%	-2%	-12%	-13%	-11%
IL1B secr inh	7	22	4	nt	22
ATXN viability	i	i	i	nt	i
ATXN2 expr inh	-10%	-15%	4%	nt	-5%
Nrf2 activator	0.3%	?	-0.4%	3.5%	-0.2%
HepG2 tox	-40%	2%	-3%	2%	-4%
A549 viability	-3%	-22%	1%	-1%	0%
TGFb SMAD3 inh	14%	22%	-18%	nt	1%

Some of the entries above, reformatted:
(41) O=C(NCCc1c[nH]c2ccccc12)C1CCN(c2nnc(N3CCCC3=O)s2)CC1
- MCF10A rereplic = 2%
- Nrf2 inh = -8%
- IL1B secr inh = 7
- ATXN viability = i
- ATXN2 expr inh = -10%
- Nrf2 activator = 0.3%
- HepG2 tox = -40%
- A549 viability = -3%
- TGFb SMAD3 inh = 14%

(42) COCCCNc1ccc([N+](=O)[O-])cc1C(=O)Nc1cccc(C)n1
- MCF10A rereplic = -3%
- Nrf2 inh = -2%
- IL1B secr inh = 22
- ATXN viability = i
- ATXN2 expr inh = -15%
- Nrf2 activator = ?
- HepG2 tox = 2%
- A549 viability = -22%
- TGFb SMAD3 inh = 22%

(44) CCCSc1ncc(Cl)c(C(=O)Nc2c(C(=O)c3ccc(F)cc3)oc3ccccc23)n1
- MCF10A rereplic = nt
- Nrf2 inh = -13%
- IL1B secr inh = nt
- ATXN viability = nt
- ATXN2 expr inh = nt
- Nrf2 activator = 3.5%
- HepG2 tox = 2%
- A549 viability = -1%
- TGFb SMAD3 inh = nt
